Compound activity as filed in PubChem.
S2 tox: reduces viability in counter-screen for ATXN expression inhibitors; S2 cells (HEK-293 line with an ATXN2-luciferase reporter) viability, CellTiter-Fluor protease fluorescence, 24 h; Potency, µM (top dose mostly 56.7 µM), usual class: cytotoxic; actives 0.49% (n = 400,000); AID 651635; note: nearly all actives have a fitted effect of over 40% in size
EPAC2 antag: blocks human EPAC2 exchange factor; EPAC2 GEF exchange of Rap1B-BODIPY-GDP, fluorescence; Q8WZA2; actives 0.18% (n = 360,000); Potency, µM (doses to about 114 µM), without a hit: at the highest dose activity, negative = inhibition, most hits filed as inhibitors; note: % is set by controls: 0 for no effect and ±100 for the full control effect; nearly all actives have a fitted effect of over 45% in size; many of its hits are not listed in these tables
Target sequence (Q8WZA2 whole entry, looked up): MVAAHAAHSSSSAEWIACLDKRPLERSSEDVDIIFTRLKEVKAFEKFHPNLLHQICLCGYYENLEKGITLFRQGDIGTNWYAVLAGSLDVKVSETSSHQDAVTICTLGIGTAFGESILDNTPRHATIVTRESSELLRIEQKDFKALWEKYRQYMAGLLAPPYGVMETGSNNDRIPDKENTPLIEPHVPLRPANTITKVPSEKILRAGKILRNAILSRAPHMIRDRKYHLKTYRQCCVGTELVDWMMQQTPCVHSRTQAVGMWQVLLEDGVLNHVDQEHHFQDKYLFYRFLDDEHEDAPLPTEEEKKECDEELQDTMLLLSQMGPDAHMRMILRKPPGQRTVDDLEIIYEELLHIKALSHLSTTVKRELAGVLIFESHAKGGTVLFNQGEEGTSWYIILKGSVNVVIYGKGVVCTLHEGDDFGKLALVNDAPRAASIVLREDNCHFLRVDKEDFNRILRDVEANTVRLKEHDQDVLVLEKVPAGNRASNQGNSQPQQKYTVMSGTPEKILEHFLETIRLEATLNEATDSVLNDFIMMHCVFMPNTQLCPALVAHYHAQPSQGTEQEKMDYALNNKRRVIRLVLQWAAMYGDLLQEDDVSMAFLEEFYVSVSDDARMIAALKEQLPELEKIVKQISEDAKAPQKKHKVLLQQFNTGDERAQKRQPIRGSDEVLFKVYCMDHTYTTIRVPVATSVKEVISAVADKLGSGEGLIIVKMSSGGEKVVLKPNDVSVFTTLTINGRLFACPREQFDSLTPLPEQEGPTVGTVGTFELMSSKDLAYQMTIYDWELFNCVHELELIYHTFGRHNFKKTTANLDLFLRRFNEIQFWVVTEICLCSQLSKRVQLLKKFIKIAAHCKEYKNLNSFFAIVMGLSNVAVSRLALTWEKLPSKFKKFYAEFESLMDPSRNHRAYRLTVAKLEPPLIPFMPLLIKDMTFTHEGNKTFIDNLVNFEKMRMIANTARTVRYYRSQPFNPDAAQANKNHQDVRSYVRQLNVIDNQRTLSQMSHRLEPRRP
HepG2 viability: HepG2 cytotoxicity, counter-screen for TGF-b inhibitors | HepG2 CAGA-GFP viability, ATP luminescence, 18 h | Potency, µM (titrated, usually from 46.1 µM), inactives show at the top dose activity change, negative = cytotoxicity, actives largely listed as cytotoxic | actives 0.76% (n = 410,000); note: some results filed as inactive show a strong effect at the top dose
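CellTiter-Glo luminescence gave cytotoxicity after 18 hours at 37 degrees C. The cells were HepG2 CAGA-GFP in 1% FBS DMEM, stimulated with 500 pg/mL TGF-beta after compound addition. %Activity was normalised to no-cell wells (complete cell-killing) and DMSO (no toxicity), and curves were fitted and classified.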
A549 tox: A549 cytotoxicity, counter-screen for Nrf2 inhibitors; Potency, µM (doses to about 46 µM), for inactives: at the highest dose activity change, negative = cytotoxicity, hits mostly inhibitors; A549 ARE-Fluc cells, CellTiter-Fluor viability, 18-24 h; actives 0.16% (n = 390,000); note: % is set by controls: 0 for no effect and ±100 for the full control effect
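Cytotoxicity counterscreen: CellTiter-Fluor fluorescence was measured in A549 ARE_Fluc cells after 18-24 h of compound exposure in a concentration series. The subsequent BugLite luminescent read reports ARE-luciferase activity.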
MCF10A rerep: inducers of DNA re-replication in MCF 10A breast cells; Potency, µM (titrated, usually from 46.1 µM), without a hit: at the highest dose activity, positive = re-replication, most hits filed as activators; actives 2.9% (n = 350,000); AID 624296; MCF 10A DNA re-replication, Hoechst nuclear intensity, 48 h; note: % of control where 0% means no effect; nearly all actives have a fitted effect of over 50% in size
Nrf2 ARE act: activators of Nrf2 (ARE) signaling. AREc32 ARE-luciferase reporter (MCF7-derived line), luminescence, 24 h. Potency, µM (highest dose often 46.1 µM), without a hit: at the highest dose activation, actives largely listed as activators. actives 0.31% (n = 410,000). AID 624171; note: % of control where 0% means no effect; nearly all actives have a fitted effect of over 65% in size
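Quantitative high-throughput format: AREc32 reporter cells, 1000 per well, received compound by pin transfer and were incubated 24 hr at 37 deg C, 5% CO2, before Steady-Glo luminescence detection.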
Nrf2 block: inhibitors of Nrf2 signaling; A549 ARE-Fluc reporter, luciferase luminescence, 18-24 h; Potency, µM (series often up to 46 µM), without a hit: at the highest dose activity change, negative = inhibition, hits mostly inhibitors; actives 2.1% (n = 360,000); AID 504444; note: % is set by controls: 0 for no effect and ±100 for the full control effect; nearly all actives have a fitted effect of over 60% in size
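Nrf2 function is reported as luminescence of an ARE-controlled luciferase in A549 cells. Compounds were tested at several concentrations, and a CellTiter-Fluor read on the same wells flagged cytotoxicity.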
ATXN2 expr inh: reduces ATXN2 reporter expression in HEK-293 cells; actives 0.72% (n = 360,000); HEK-293 ATXN2-luciferase reporter, luminescence, 24 h; Potency, µM (doses to about 57 µM), for the others: at the highest dose activity change, negative = inhibition, actives largely listed as inhibitors; note: % is set by controls: 0 for no effect and ±100 for the full control effect; nearly all actives have a fitted effect of over 55% in size
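qHTS (up to 57 uM final) was run with 24 h compound exposure of reporter cells at 37 °C. Each well was multiplexed: SteadyGlo luminescence measured ATXN2-luciferase expression after a fluorogenic Gly-Phe-AFC viability readout (25 uM final).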
TGFb inhibitor: blocks TGF-b signaling; actives 1.2% (n = 410,000); Potency, µM (doses to about 46.1 µM), for the others: at the highest dose activity, negative = inhibition, hits mostly inhibitors; HepG2 CAGA-GFP TGF-b/SMAD3 reporter, GFP fluorescence, 18 h; TGF-beta stimulated, 500 pg/mL final; AID 588855; note: % is set by controls: 0 for no effect and ±100 for the full control effect; nearly all actives have a fitted effect of over 65% in size
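Using HEPG2 CAGA-GFP reporter cells at 1000 cells/well, we pinned test compounds, stimulated with recombinant TGF-beta (500 pg/mL final) and measured total well GFP after 18 h.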
Active calls of the source: *; i = inactive; ? = inconclusive; . = not tested or not shown; & = joins results of further samples; [ ] = another dose, or the depositor's remark. Calls come from the whole dose curve; as a rule, active = well fitted curve in the direction sought with a large enough effect; inconclusive = small, poorly fitted or top-dose-only effect, or another doubt; inactive = no such curve, though single readings can be large; an effect the other way counts as inactive or inconclusive. Potency is the fitted concentration of half-maximal effect. Not all compounds are listed, so the mix of outcomes need not match the whole.

SMILES	S2 tox	EPAC2 antag	HepG2 viability	A549 tox	MCF10A rerep	Nrf2 ARE act	Nrf2 block	ATXN2 expr inh	TGFb inhibitor
Cc1ccc2c(c1)N(CC(=O)NCc1ccccc1Br)C(=O)c1cccnc1O2	.	.	-8%	11%	.	0.8%	2%	.	-20%
O=C(COC(=O)c1nc(Cl)ccc1Cl)NCc1ccccc1	i	2%	2%	-5%	-3%	0.4%	17%	-8%[11.3 µM]	-9%
Cc1ccc(S(=O)(=O)NCC(=O)NCC(=O)N2CCN(c3ncccn3)CC2)cc1C	i	-4%	-30%	2%	4%	-1.0%	-5%	8%	?
O=C(Oc1ccc(OC(=O)c2ccco2)c(S(=O)(=O)c2ccc(Cl)cc2)c1)c1ccco1	i	4%	-3%	0%	7%	4.7%	-6%	-8%	-28%
COc1ccc(-c2cc(-c3ccccc3)nc3ncnn23)cc1	?	-29%	-23%	1%	3%	5.2%	-9%	-6%	3%
CCc1ccc(NC(=O)c2nn(-c3ccc(OC)cc3)c(=O)c3c2c2ccccc2n3C)cc1	i	.	-11%	0%	.	-0.3%	?	2%	-3%
COc1cccc(C(=O)Nc2nnc(Cc3ccc(OC)c(OC)c3)s2)c1	i	-8%	-38%	-24%	4%	-0.5%	-18%	-2%	-4%
Cc1ccc(S(=O)(=O)N2CCC(C(=O)N/N=C/c3ccncc3)CC2)cc1	i	-4%	-6%	5%	1%	-0.9%	?	.	-4%
CCOC(=O)N1CCN(CC(c2ccccc2)c2ccccc2)CC1	i	-14%	-2%	-5%	19%	-0.1%	0%	8%	-1%
Clc1ccccc1-c1nnc2sc(CCc3ccccc3)nn12	i	-3%	-13%	2%	29%	-0.5%	10%	-1%	-27%
CCc1nc2ccc(C(=O)NCCCn3ccnc3)cn2c1N(CC)C(=O)NCCc1ccccc1	i	-15%	-18%	.	.	0.6%	.	9%	-4%
O=C(Cn1ncc(N2CCCC2)c(Cl)c1=O)c1ccc(Cl)cc1	?	-5%	-6%	-4%	-1%	1.5%	?	23%[11.3 µM]	-8%
COc1ccc(C(=O)c2cn(CC(=O)Nc3ccc4c(c3)OCO4)c3ccc(OC)cc3c2=O)cc1	.	.	-6%	-8%	.	0.4%	-3%	.	-5%
Fc1ccccc1C1c2[nH]c3ccccc3c2CCN1CCCn1cccn1 (configuration not stated)	i	-9%	-43%	-3%	-27%	5.3%	0%	-23%	-5%
CN(Cc1nc(-c2cnccn2)no1)C1CC(C)(C)NC(C)(C)C1	.	21%	-4%	3%	9%	1.8%	?	-16%	6%
O=C(Nc1ccccc1)OCc1cc(-c2ccccc2Cl)on1	i	-5%	-2%	-2%	26µM*	-0.6%	25%	57%[activator]	32%
COc1ccc(CN2CN=C(Nc3nc4ccccc4s3)NC2)cc1	i	8%	3%	-11%	3%	1.5%	?	-6%	-2%
COc1ccc(NC(=O)N2CCCC(C(=O)NCCc3ccccc3)C2)cc1 (configuration not stated)	i	-11%	9%	1%	13%	1.7%	-2%	23%	8%
COc1ccc(S(=O)(=O)N(CC(=O)NC2CCCC2)c2ccccc2OC)cc1	i	12%	-1%	-2%	10%	0.3%	-1%	2%	4%
O=C(NNc1c(Cl)cccc1Cl)c1c(F)cccc1Cl	i	3%	1%	-6%	-1%	-0.6%	3%	4%	-5%
CC(=O)NC1CC2CCCC(C1)N2CC(=O)NCc1ccc(F)cc1 (configuration not stated)	i	0%	-17%	-4%	5%	-0.3%	5%	-1%	-5%
CCOC(=O)CCc1ccc(NC(=O)/C=C/c2ccc([N+](=O)[O-])o2)cc1	8.4µM*	11%	10µM*	?	9.2µM*	?	?	?	4.5µM*
Cc1cccn2c(=O)cc(COC(=O)C(C)Oc3ccccc3)nc12 (configuration not stated)	i	14%	-15%	6%	8%	-0.7%	?	-6%	-9%
COc1ccc(N2CCCn3c2nc2c3c(=O)n(Cc3ccccc3F)c(=O)n2C)c(OC)c1	i	6%	-26%	5%	1%	-0.6%	-13%	2%	-1%
CC(O)CNCCCCOc1ccc(OCc2ccccc2)cc1 (configuration not stated)	.	2%	-2%	-3%	14%	1.0%	?	4%	9%

Grouped by structure: the compounds so far with a furan ring, fused or not (two)
SMILES	S2 tox	EPAC2 antag	HepG2 viability	A549 tox	MCF10A rerep	Nrf2 ARE act	Nrf2 block	ATXN2 expr inh	TGFb inhibitor
O=C(Oc1ccc(OC(=O)c2ccco2)c(S(=O)(=O)c2ccc(Cl)cc2)c1)c1ccco1	i	4%	-3%	0%	7%	4.7%	-6%	-8%	-28%
CCOC(=O)CCc1ccc(NC(=O)/C=C/c2ccc([N+](=O)[O-])o2)cc1	8.4µM*	11%	10µM*	?	9.2µM*	?	?	?	4.5µM*

(cont.)
SMILES	S2 tox	EPAC2 antag	HepG2 viability	A549 tox	MCF10A rerep	Nrf2 ARE act	Nrf2 block	ATXN2 expr inh	TGFb inhibitor
CC(C)(C)c1ccc(C(=O)OCCNC(=O)c2c(Cl)nc3ccccn23)cc1	i	-22%	1%	-13%	?	1.8%	?	-1%	0%
COc1cc(C)nc(N(C)S(=O)(=O)c2ccccc2Cl)n1	i	-12%	2%	-2%	21%	0.3%	-29%	-2%	-14%
O=C1OC(NC(=O)c2ccccc2)C(N2CCOCC2)=C1Cl (configuration not stated)	i	4%	-10%	-5%	-7%	-0.8%	1%	-11%	-12%
S=c1[nH]nc2ccccn12	i	3%	-1%	0%	?	-0.4%	-6%	1%	-9%
COc1ccc(NC(=O)CN(C)C(=O)c2cccc(S(=O)(=O)N3CCN(Cc4ccccc4)CC3)c2)cc1	i	-3%	-14%	-4%	2%	-0.1%	?	-17%	-13%
COc1ccc(/C=C2\SC(=S)N(Cc3cccnc3)C2=O)cc1C	i	-1%	-12%	-1%	14%	?	9%	41%[activator]	-9%
Cc1ccc(C)c(OCC(=O)Nc2nc3ccc([N+](=O)[O-])cc3s2)c1C	i	7%[57.1 µM]	-6%	?	18%	-1.0%	?	-16%	1%
O=C(Cc1ccccc1)N/N=C/c1ccc2c(c1)OCO2	i	1%	-19%	2%	8%	6.1%	?	1%	-24%
COc1cccc(-n2c(SCC(=O)c3c[nH]c4ccccc34)nc3ccccc3c2=O)c1	?	1%[57.1 µM]	-3%	-3%	8%	-1.3%	?	.	-5%
CC(C)OCCCNC(=O)c1ccc2c(c1)S(=O)(=O)c1ccccc1C2=O	i	2%	9%	-2%	-2%	?	2%	6%	15%
C[C@H](CO)N1C[C@H](C)[C@@H](CN(C)S(=O)(=O)c2ccccc2)Oc2ccc(NS(=O)(=O)c3cn(C)cn3)cc2C1=O	i	1%	-13%	8%	5%	-0.4%	-11%	2%	-7%
Cc1cccc(-c2nc3ccccc3n3c(-c4ccccc4)c4c(=O)n(C)c(=O)n(C)c4c23)c1	i	.	21%	0%	.	-0.6%	9%	-1%	9%
Cc1ccc2c(c1)cc(C(=O)NCc1ccccc1C)n2C	i	.	6%	-5%	.	-0.3%	13%	161%[activator]	0%
CCCn1ccc2c(OCC(=O)Nc3ccc(OC)c(OC)c3)cccc2c1=O	?	.	-18%	-13%	.	0.9%	.	?	-26%
CCOc1ccc(CCNC(=O)C2CSC3(C)CCC(=O)N23)cc1OCC (configuration not stated)	i	5%	-5%	3%	5%	0.1%	4%	5%	0%
CCOC(=O)N1CCN(C(=O)c2cc3c(s2)-c2c(C)cccc2OC3)CC1	i	-21%	-5%	0%	18%	-0.7%	?	-10%	9%
COc1cc(O)c(C(=O)O)c(CCc2ccccc2)c1	i	-17%	-5%	-3%	8%	5.4%	-2%	20%	-8%
COc1cc(COc2ccc3c(C)c(CC(=O)O)c(=O)oc3c2C)cc(OC)c1OC	i	-20%	0%	-3%	6%	0.4%	1%	18%	-4%
O=[N+]([O-])c1ccccc1S(=O)(=O)Nc1ccc(S(=O)(=O)N2CCCC2)cc1	i	-4%	1%	-2%	12%	-0.9%	-7%	0%	11%
Cc1ccc2nc3c(cc(C(=O)NC4CCS(=O)(=O)C4)n3Cc3ccccc3)c(=O)n2c1 (configuration not stated)	.	-2%	13%	?	23µM*	-0.4%	7%	2%	16%
Cn1c(CNS(=O)(=O)c2ccc(Cl)cc2)cc(=O)n(C)c1=O	i	1%	-5%	14%	4%	-2.3%	16%	-4%	-8%
Cc1cccc(N=C2NC(=O)/C(=C3/C(=O)N(C)c4ccccc43)S2)c1C	i	13%	-32%	-11%	8%	17%	-22%	-12%	-21%
O=C(Nc1ccc(F)cc1F)c1cc(-c2ccccc2O)no1	i	.	-16%	-16%	.	4.0%	-2%	14%	-26%
CCc1nc(-n2[nH]c(=O)c3ccccc3c2=O)c2c3c(sc2n1)CCCC3	i	-2%	-4%	26%	7%	0.1%	1%	-2%	?
Cc1cc(-c2ccc(C)c(S(=O)(=O)Nc3ccccn3)c2)on1	.	.	-14%	-6%	.	0.4%	?	.	0%
Further structures.
SMILES	S2 tox	EPAC2 antag	HepG2 viability	A549 tox	MCF10A rerep	Nrf2 ARE act	Nrf2 block	ATXN2 expr inh	TGFb inhibitor
Cc1ccc(CCNC(=O)c2cccc(NC3=NC4CS(=O)(=O)CC4S3)c2)cc1 (configuration not stated)	i	-4%	-5%	8%	12%	-0.2%	.	-9%	-9%
CCc1nnc(NC(=O)C2CCN(C(=O)c3ccco3)CC2)s1	i	-2%	-4%	-8%	0%	0.6%	-19%	-4%	2%
CCc1cccc(N(C)C(N)=Nc2cccc3ccccc23)c1	i	6%	0%	-4%	10%&0%	0.0%	4%	?	25%
COc1ccccc1OCCNC(=O)CN(c1cccc(C)c1)S(=O)(=O)c1ccccc1	i	-23%	5%	-3%	-11%	-0.3%	-4%	8%	-1%
O=C(O)c1cccn1Cc1ccccc1F	?	14%	4%	-11%	-7%	-0.4%	6%	1%	-13%
CCc1nnc(SCC(=O)N(C)c2ccccc2)c2cc3sccc3n12	.	.	-28%	8%	.	?	?	.	?
Cc1ccnc(SCC(=O)Nc2oc(-c3ccccc3)c(-c3ccccc3)c2C#N)n1	i	-10%	-9%	-1%	28%	-0.2%	.	-3%	2%
COc1cccc(C=Nc2ccccc2C(=O)Nc2ccccc2)c1O	i	-3%	-34%	-4%	-1%	3.3%	?	44%[activator]	-16%
CO/N=C(\N)c1nonc1N	i	-6%	-8%	3%	1%	2.0%	?	8%	-3%
